# ADAM10 inh – ADAM10 inhibition, QFRET primary screen. recombinant ADAM10, EDANS/DABCYL FRET peptide cleavage, 3 h. actives 0.62% (n = 370,000). inhibition, % at 7 µM. O14672;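 active means inhibition above a per-campaign cutoff equal to the mean of compounds falling between control-based bounds plus 3 SD, cut at about 20% in these data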;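 further: 0% = DMSO wells while the 100% control is not disclosed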
# Tn6 DDE FP – disrupts Tn6 cyclic peptide binding to fibrin D-Dimer-E complex. P02675. inhibition, % at 8.3 µM. Fibrin DD(E) TRITC-Tn6 fluorescence polarization displacement. actives 0.21% (n = 370,000);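 active means inhibition above a per-campaign cutoff: mean of compounds within control limits plus 3 SD, cut at about 15% in these data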;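 further: 0% = median of all compound wells on the plate and 100% = blocking peptide control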
# GC-B act – GC-B (human) receptor activation; HEK293-GC-B cells, CNP EC30, cGMP TR-FRET; 0% at EC30 CNP, 100% saturating CNP; activation, % at 10 µM; P20594; actives 0.11% (n = 370,000);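 active means activation at 10 µM reaching about 35% in either raw or pattern-adjusted values, limit read from the data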
# GC-A act – GC-A (human) enzyme activation; AID 1671463; HEK293 GC-A cells, cGMP TR-FRET, EC30 ANP; 0% at EC30 ANP, 100% saturating ANP; activation, % at 10 µM; actives 0.14% (n = 370,000); in the data active means activation above about 40%
# ASAP1 inh – inhibitors of human ASAP1 ArfGAP activity; Q9ULH1; ASAP1-stimulated ARF1 GTP hydrolysis, GDP FP detection; inhibition, % at 16.5 µM; actives 0.19% (n = 360,000); in the data active means inhibition above about 25%;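 further: 0% = vehicle with enzyme and substrate and 100% = no enzyme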
# proKLK7 act – activates the human kallikrein-7 zymogen. purified proKLK7, EDANS-DABCYL substrate fluorescence; 100% is mature enzyme control, 0% vehicle. P49862. actives 0.9% (n = 370,000). activation, % at 7 µM;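 active means activation above the mean of all tested compounds plus 3 SD, computed per campaign excluding outliers beyond control limits, cut at about 13% in these data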
# Target sequence (P49862 whole entry, looked up): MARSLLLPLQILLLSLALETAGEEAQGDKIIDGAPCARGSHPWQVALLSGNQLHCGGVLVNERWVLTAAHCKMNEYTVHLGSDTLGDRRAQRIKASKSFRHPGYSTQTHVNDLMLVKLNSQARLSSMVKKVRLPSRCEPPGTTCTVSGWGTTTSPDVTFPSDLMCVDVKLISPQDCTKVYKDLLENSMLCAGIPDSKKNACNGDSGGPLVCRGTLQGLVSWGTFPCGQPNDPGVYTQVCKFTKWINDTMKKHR
# rCAG binder – r(CAG) repeat RNA binding; AID 651821; inhibition, % at 3 µM; actives 1.3% (n = 370,000); TO-PRO-1 dye displacement fluorescence;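 active means inhibition above the plate cutoff, the mean of all test compounds on that plate plus 3 SD, cut at about 35% in these data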;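 further: 0% = DMSO alone and 100% = 100 µM mitoxantrone as full dye displacement; higher means more dye released from RNA so lower well fluorescence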
# sPLA2-III inh – Blocks human group III sPLA2 activity; actives 0.56% (n = 370,000); AID 743126; Q9NZ20; inhibition, % at 12.2 µM; QFRET BODIPY PC-A2 liposome hydrolysis, fluorescence;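 active means inhibition above mean plus 3 SD of compounds lying within the high and low control bounds, cut at about 19% in these data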;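 further: 0% = median of test compound wells and 100% = no enzyme DMSO wells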
# Target sequence (Q9NZ20 whole entry, looked up): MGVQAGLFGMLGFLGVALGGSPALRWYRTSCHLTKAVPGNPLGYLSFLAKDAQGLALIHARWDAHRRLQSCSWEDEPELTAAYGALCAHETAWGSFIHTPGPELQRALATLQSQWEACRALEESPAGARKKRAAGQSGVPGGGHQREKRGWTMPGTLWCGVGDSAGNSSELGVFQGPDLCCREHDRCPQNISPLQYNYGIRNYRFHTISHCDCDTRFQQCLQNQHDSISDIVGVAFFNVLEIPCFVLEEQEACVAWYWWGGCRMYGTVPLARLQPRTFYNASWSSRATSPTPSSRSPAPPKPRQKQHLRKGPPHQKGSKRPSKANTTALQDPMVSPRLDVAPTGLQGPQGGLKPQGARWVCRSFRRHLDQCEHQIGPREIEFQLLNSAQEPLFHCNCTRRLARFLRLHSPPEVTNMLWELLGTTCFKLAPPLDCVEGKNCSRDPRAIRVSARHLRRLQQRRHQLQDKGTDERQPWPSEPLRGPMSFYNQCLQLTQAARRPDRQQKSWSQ
# ARFGAP1 inh – rat ARFGAP1 inhibition | Q62848 | Arfgap1-stimulated ARF1 GTP hydrolysis, GDP FP detection | inhibition, % at 16.5 µM | actives 0.26% (n = 360,000) | AID 651572;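 active means inhibition above a per-plate limit, mean inhibition of low control wells plus 3 SD, cut at about 25% in these data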;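 further: 0% = DMSO wells with enzyme and 100% = wells lacking Arfgap1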
# Target sequence (Q62848 1-136 limits assumed): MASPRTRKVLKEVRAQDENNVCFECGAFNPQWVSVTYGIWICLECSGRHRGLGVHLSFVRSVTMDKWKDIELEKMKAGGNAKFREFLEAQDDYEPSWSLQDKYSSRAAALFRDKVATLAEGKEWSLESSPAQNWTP
#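 Material: truncated rat Arfgap1 GAP domain; Incubation: compound-enzyme preincubation 20 min, reaction 120 min, detection 60 min, 25 °C; Read-out: percent inhibition of Arfgap1-stimulated GTP hydrolysis; Technique: FP, GDP Alexa 633 tracer displaced from anti-GDP antibody, 620/688 nm; Controls: No-Arfgap1 wells (100%) versus DMSO full-reaction wells (0%); Replication: single well per compound.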
# GAA850 FXN act – frataxin GAA850 promoter activation. HEK293 lucGAA850 FXN promoter luciferase reporter, 24 h; percent of 10 µM SAHA response. activation, % at 6 µM. actives 0.56% (n = 360,000);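 active means activation above the average of all compounds screened plus 3 SD, cutoff fixed separately per campaign, cut at about 7.5% in these data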;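 further: 0% = DMSO wells and 100% = 10 µM SAHA wells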
# * = called active by the depositor; i = inactive; x = not tested or not shown. Hits appear at their usual frequency. Share with any hit: about 4.5%.
# Start of the data: the first 2 compounds (preview)
# Under each structure – GC-A act	ADAM10 inh	ASAP1 inh	Tn6 DDE FP	GAA850 FXN act	GC-B act	proKLK7 act	ARFGAP1 inh	rCAG binder	sPLA2-III inh
> CN(C)C(CNc1ccc(S(C)(=O)=O)cc1[N+](=O)[O-])c1ccccc1 (stereo not given)
  0	-6	2	4	-1.2	-3	-0.8	-4	0	2
> COc1cc(C(=O)Oc2ccccc2N)cc(OC)c1OC
  1	3	-3	3	-0.2	-6	0.0	3	2	-7

# This part in full, previewed entries included:
# Under each structure – GC-A act	ADAM10 inh	ASAP1 inh	Tn6 DDE FP	GAA850 FXN act	GC-B act	proKLK7 act	ARFGAP1 inh	rCAG binder	sPLA2-III inh
> CN(C)C(CNc1ccc(S(C)(=O)=O)cc1[N+](=O)[O-])c1ccccc1 (stereo not given)
  0	-6	2	4	-1.2	-3	-0.8	-4	0	2
> COc1cc(C(=O)Oc2ccccc2N)cc(OC)c1OC
  1	3	-3	3	-0.2	-6	0.0	3	2	-7
> Clc1ccc(Oc2nc3c(Cl)cccc3s2)cc1Cl
  -1	2	16	-6	0.4	-3	-0.1	-1	3	-2
> CCN(CC)S(=O)(=O)c1cc(C(=O)Nc2cc(S(=O)(=O)N3CCOCC3)ccc2N2CCN(C)CC2)ccc1C
  -3	-19	-9	-1	1.1	0	-0.7	5	6	2
> COCC(C)n1c(C)cc(C(=O)COC(=O)c2c(C)nn(-c3ccccc3)c2C)c1C (stereo not given)
  1	3	-4	-3	-2.8	3	0.2	-4	-7	-13
> Cc1ccccc1OCc1nnc(SCc2cc(=O)[nH]c3ccccc23)n1-c1ccccc1
  -35	-3	6	2	1.2	-16	0.1	-8	-4	-12
> CCc1nc2ccc(C(=O)NC3CCC(C)CC3)cc2nc1CC (stereo not given)
  5	-5	8	-2	4.5	3	0.3	-8	0	7
> Cc1ccccc1N1CCN(C(=S)c2ccccc2)CC1
  1	-10	4	-2	0.6	-1	0.5	-13	-6	21*
> CN1CCN(c2ccc(-c3cccc4nccn34)cn2)CC1
  1	i	-17	8	4.2	-2	50*	-6	-1	-3
> COc1ccc(NC(=O)CN2CCc3ccccc3C2)cc1OC
  -3	-5	2	-1	-0.8	5	-0.5	-12	-3	-2

# Four of these compounds in a different format.
CCN(CC)S(=O)(=O)c1cc(C(=O)Nc2cc(S(=O)(=O)N3CCOCC3)ccc2N2CCN(C)CC2)ccc1C
  GC-A act: -3	ADAM10 inh: -19	ASAP1 inh: -9	Tn6 DDE FP: -1	GAA850 FXN act: 1.1	GC-B act: 0	proKLK7 act: -0.7	ARFGAP1 inh: 5	rCAG binder: 6	sPLA2-III inh: 2

COCC(C)n1c(C)cc(C(=O)COC(=O)c2c(C)nn(-c3ccccc3)c2C)c1C (stereo not given)
  GC-A act: 1	ADAM10 inh: 3	ASAP1 inh: -4	Tn6 DDE FP: -3	GAA850 FXN act: -2.8	GC-B act: 3	proKLK7 act: 0.2	ARFGAP1 inh: -4	rCAG binder: -7	sPLA2-III inh: -13

Cc1ccccc1OCc1nnc(SCc2cc(=O)[nH]c3ccccc23)n1-c1ccccc1
  GC-A act: -35	ADAM10 inh: -3	ASAP1 inh: 6	Tn6 DDE FP: 2	GAA850 FXN act: 1.2	GC-B act: -16	proKLK7 act: 0.1	ARFGAP1 inh: -8	rCAG binder: -4	sPLA2-III inh: -12

CCc1nc2ccc(C(=O)NC3CCC(C)CC3)cc2nc1CC (stereo not given)
  GC-A act: 5	ADAM10 inh: -5	ASAP1 inh: 8	Tn6 DDE FP: -2	GAA850 FXN act: 4.5	GC-B act: 3	proKLK7 act: 0.3	ARFGAP1 inh: -8	rCAG binder: 0	sPLA2-III inh: 7

# The list continues.
# Under each structure – GC-A act	ADAM10 inh	ASAP1 inh	Tn6 DDE FP	GAA850 FXN act	GC-B act	proKLK7 act	ARFGAP1 inh	rCAG binder	sPLA2-III inh
> Cc1ccc(OCc2cc(C(=O)N(CCO)Cc3cccs3)no2)cc1C
  -2	17	0	1	3.8	-3	-0.5	14	-5	-20
> c1ccc(COc2ccccc2CNc2nn[nH]n2)cc1
  3	3	4	-1	2.1	3	0.1	-9	5	-14
> CCc1cc(C(c2ccc(OC)c(OC)c2)N2CCOCC2)c(NC(=O)c2ccccc2)s1 (stereo not given)
  -10	4	3	1	1.9	-6	0.2	4	4	-14
> Cc1ccc(S(N)(=O)=O)cc1NC(=O)/C=C/c1ccc2c(c1)OCO2
  5	-78	8	-1	1.3	5	3.4	19	1	-4
> COc1ccccc1N1CCN(C(=O)CN2C(=O)c3ccccc3C2=O)CC1
  2	-2	14	0	0.3	9	-0.3	1	-4	0
> COc1cc(CNCCN2CCOCC2)ccc1OCC(=O)NC(C)(C)C
  -4	2	-8	-9	1.1	-1	0.3	-1	-4	5
> Cc1cc(-n2c(=O)c(C#N)cc3c(=O)n4cccc(C)c4nc32)no1
  10	i	1	-2	1.0	-7	8.3	10	4	3
> CCc1nc2ccc(C(=O)NCc3ccccc3OC)cn2c1N(C)Cc1ccc(N(C)C)cc1
  7	6	-17	2	-3.4	17	0.3	11	7	7
> O=C(Oc1ccc(Cl)c2cccnc12)c1cccnc1
  7	5	-1	2	0.0	7	-0.9	15	0	-4
> CCC(=O)Nc1cccc(-c2cnc3ccccc3n2)c1
  1	3	3	4	6.2	1	0.2	-5	-2	-8
> Cc1ccc(-n2nnnc2SCC(=O)N2CC(=O)Nc3ccccc32)cc1
  2	1	6	-2	-0.5	0	0.2	8	0	0
> COc1cc(OC)cc(C(=O)NNC(=O)CCNC(=O)c2ccc(Br)cc2)c1
  -2	-19	7	2	-0.6	-2	-0.4	-1	1	7
> COc1cc(/C=C(/C#N)c2nc3ccccc3[nH]2)ccc1Oc1ncccc1[N+](=O)[O-]
  12	-23	-1	-5	-4.3	17	-0.7	2	15	-7
> O=C(NC1CCCCC1)N1CCC(c2nc3ccccc3[nH]2)CC1
  -2	5	-5	2	2.3	-2	-0.5	-2	-4	3
> CC(C)Cc1nc(SCC(=O)NCc2ccccc2)n[nH]1
  1	8	16	-8	-0.5	-1	-0.1	10	-2	-6
> O=C(O)CCC(=O)Nc1ccc(OCC2CCCO2)cc1 (stereo not given)
  1	-3	6	-1	1.5	4	0.2	4	-1	-1
> O=C(NCc1ccco1)c1ccc(=O)oc1
  1	-161	-3	-10	0.7	9	1.9	6	0	10
> COc1ccc(CNC(=O)c2ccc(NC(=O)C3CCCO3)cc2)cc1 (stereo not given)
  0	10	7	-4	1.9	1	0.1	14	-1	2
> CCOC(=O)c1c(NC(=O)C2c3ccccc3Oc3ccccc32)sc(C(N)=O)c1C
  -10	-1	-7	4	-0.6	-8	0.1	0	2	0
> O=C(c1cnc2n(c1=O)CCS2)N1CCCc2ccccc21
  4	-6	1	10	-2.4	-5	-0.2	5	0	-5

# Overlap with the part before: two compounds, then new ones.
# Under each structure – GC-A act	ADAM10 inh	ASAP1 inh	Tn6 DDE FP	GAA850 FXN act	GC-B act	proKLK7 act	ARFGAP1 inh	rCAG binder	sPLA2-III inh
> CCOC(=O)c1c(NC(=O)C2c3ccccc3Oc3ccccc32)sc(C(N)=O)c1C
  -10	-1	-7	4	-0.6	-8	0.1	0	2	0
> O=C(c1cnc2n(c1=O)CCS2)N1CCCc2ccccc21
  4	-6	1	10	-2.4	-5	-0.2	5	0	-5
> CCCCNC(=O)C[C@@H]1C(=O)N(CCc2ccc(Cl)cc2)C2=CCCCC[C@]21C(=O)OC
  -4	6	x	1	x	3	0.2	x	4	-10
> O=C(CC(NC(=O)c1ccccc1)c1ccccc1)NCc1ccccc1 (stereo not given)
  -2	-4	-1	-3	-1.5	0	-0.2	4	2	-4
> O=C(O)Cn1ncc2ccccc2c1=O
  3	2	-5	6	0.7	3	-0.1	0	3	4
> CCCCC(CCC(=O)O)(C(=O)OCC)c1csc(N)n1 (stereo not given)
  -3	3	13	4	0.3	-4	-0.3	5	1	2
> Cc1cc(C(=O)N/N=C/c2ccc(-c3cccc(Cl)c3Cl)o2)n[nH]1
  5	-3	1	-3	0.4	-6	-0.1	8	2	7
> CC(C)(C)S(=O)N1Cc2cc(=O)n(Cc3ccccc3)c(CCO)c2[C@@H]1CCO (stereo not given in full)
  1	-70	2	1	0.4	-2	-1.7	-2	4	10
> COc1ccccc1NC(=O)COC(=O)C1C2CC3OC(=O)C1C3C2 (stereo not given)
  -3	-3	-1	-6	0.9	1	0.3	0	0	2
> COC(=O)c1cccc(NC(=O)CSc2nnc(-c3ccco3)o2)c1
  1	3	12	4	1.0	1	0.6	5	1	5
> C=CCN1[C@@H](C)[C@@H](c2ccccc2)Oc2c(Cl)cccc2S1(=O)=O
  -4	6	8	0	x	4	0.5	-1	4	3
> COc1cc2cnc(-c3ccsc3)c(-c3ccc(F)cc3)c2cc1OC
  -5	4	7	4	-1.0	-6	-0.1	0	0	-2
> CN(C)CCC=C1c2ccccc2C=Cc2ccccc21
  -33	-2	-4	1	-1.3	-21	-0.1	11	4	2
> CC(=O)c1ccc(NC(=O)C(C)OC(=O)CCN=C2NS(=O)(=O)c3ccccc32)cc1 (stereo not given)
  0	-2	3	2	2.4	0	0.0	-1	4	1
> O=C(O)COc1ccccc1C1C2C(=O)N(c3ccccc3)C(=O)C2ON1c1ccccc1 (stereo not given)
  1	10	5	-1	-0.4	0	-0.8	-5	19	2
> Cc1ccc(Cl)cc1N1CCN(C(=O)c2ccc3c(c2)CCN3S(C)(=O)=O)CC1
  -13	7	-2	5	3.6	-19	0.1	-1	1	-20
> O=C(CN1C(=O)c2ccccc2C1=O)Nc1sc2c(c1C(=O)NCC1CCCO1)CCC2 (stereo not given)
  4	-3	11	-4	0.6	4	-0.4	3	4	3
> O=C(Cc1ccc(Cl)c(Cl)c1)OCC(=O)c1ccc[nH]1
  -1	3	-9	-5	-1.6	1	0.2	-5	0	-8
> CCCCC(CC)C(=O)Nc1cc(C(=O)NCCC)ccc1N1CCC2(CC1)CC(c1ccccc1)=NO2 (stereo not given)
  -2	13	-1	-3	-1.1	3	0.9	7	6	-17
> O=C(Nc1cccnc1Cl)c1cc(-c2cccc(Cl)c2)on1
  7	-11	-1	-1	-1.5	0	-0.4	10	4	7
> CC(O)CNc1nc2ccccc2n1-c1ncnc2sc3c(c12)CCC3 (stereo not given)
  -31	-1	10	1	-1.5	-9	-0.4	0	1	-10
> Nc1nc(CSCCO)nc(Nc2ccc(F)cc2)n1
  -3	1	0	2	2.0	1	0.1	0	0	5
> Cc1ccc(CNC(=O)c2ccc3nc4[nH]c5ccccc5c4nc3c2)cc1
  10	2	8	1	x	18	-2.9	3	9	-4
> CN(C)C(=O)CCc1ccc2c3c([nH]c2c1)[C@]1(C)[C@@H](C(=O)N2CCCCC2)C[C@H](CC(=O)NCc2ccco2)C(=O)N1CC3
  0	-24	5	0	-1.8	2	1.3	21	1	-1
> COc1ccc(NC(=O)C2=CC(c3cccs3)=NS(=O)(=O)N2C)cc1
  -1	-9	13	4	-0.5	4	-0.4	-4	4	9
> O=C(O)c1ccc2c(c1)C(=O)N(C(Cc1ccc(O)cc1)C(=O)O)C2=O (stereo not given)
  3	-2	-5	-2	2.8	3	0.5	3	0	-1
> CCOc1ccc2oc(=O)cc(C)c2c1
  0	-214	-1	9	2.5	0	1.7	-2	-3	-8
